FXIa inh – inhibitors of human coagulation factor XIa. P03951. purified FXIa, Boc-Glu-Ala-Arg-AMC fluorogenic substrate. inhibition, % at 5 µM. 220,000 tested, 0.14% active. AID 798;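 active = inhibition of at least 40%; inactive = inhibition below 40%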;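 note: fluorescence of freed AMC excited at 355 nm; 0% = enzyme without compound and 100% = no enzyme blank; many of its hits are not listed in these tables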
p97 inhibitor – inhibitors of human p97 ATPase; P55072; recombinant p97 ATPase, Kinase-Glo ATP luminescence, 3 h; inhibition, % at 8 µM; 220,000 tested, 0.42% active; AID 1481; in the data active = inhibition above about 15%;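 note: 0% = DMSO vehicle and 100% = wells lacking enzyme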
hK5 inh – blocks human kallikrein 5 protease activity; Q9Y337; recombinant hK5, fluorogenic AMC substrate cleavage; inhibition, % at 5 µM; 210,000 tested, 0.59% active;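 active = inhibition of 40% or more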;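 note: 0% = enzyme controls without compound and 100% = no-enzyme blanks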
Wee1 degr inh – inhibitors of human Wee1 degradation; P30291; HeLa Luc-Wee1K328M stability, luciferase luminescence; 100% = proteasome inhibitor MG132 effect; 220,000 tested, 1.2% active; reporter increase, % at 5 µM;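 active = activation above the mean of all tested compounds plus 3 SD, set per screening run, cut at about 8.8% in these data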;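 note: cells exposed to compound for 20 h before luminescence read; 0% = DMSO alone and 100% = MG132 at 30 µM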
Cl transport mod – modulates chloride dependent transport by human KCC2. KCC2 cells, thallium flux FluoZin-2 fluorescence. B-score of Tl+ flux slope (higher = more flux/activation; lower = inhibition) at 10 µM. 190,000 tested, 2.2% active. AID 1456;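 active = thallium flux slope and its plate-corrected score both differing from the plate sample mean at a set confidence after two filtering rounds, in either direction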;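 note: slope of fluorescence scaled to starting intensity during 10 to 20 s after thallium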
Target sequence (Q9H2X9 whole entry, looked up): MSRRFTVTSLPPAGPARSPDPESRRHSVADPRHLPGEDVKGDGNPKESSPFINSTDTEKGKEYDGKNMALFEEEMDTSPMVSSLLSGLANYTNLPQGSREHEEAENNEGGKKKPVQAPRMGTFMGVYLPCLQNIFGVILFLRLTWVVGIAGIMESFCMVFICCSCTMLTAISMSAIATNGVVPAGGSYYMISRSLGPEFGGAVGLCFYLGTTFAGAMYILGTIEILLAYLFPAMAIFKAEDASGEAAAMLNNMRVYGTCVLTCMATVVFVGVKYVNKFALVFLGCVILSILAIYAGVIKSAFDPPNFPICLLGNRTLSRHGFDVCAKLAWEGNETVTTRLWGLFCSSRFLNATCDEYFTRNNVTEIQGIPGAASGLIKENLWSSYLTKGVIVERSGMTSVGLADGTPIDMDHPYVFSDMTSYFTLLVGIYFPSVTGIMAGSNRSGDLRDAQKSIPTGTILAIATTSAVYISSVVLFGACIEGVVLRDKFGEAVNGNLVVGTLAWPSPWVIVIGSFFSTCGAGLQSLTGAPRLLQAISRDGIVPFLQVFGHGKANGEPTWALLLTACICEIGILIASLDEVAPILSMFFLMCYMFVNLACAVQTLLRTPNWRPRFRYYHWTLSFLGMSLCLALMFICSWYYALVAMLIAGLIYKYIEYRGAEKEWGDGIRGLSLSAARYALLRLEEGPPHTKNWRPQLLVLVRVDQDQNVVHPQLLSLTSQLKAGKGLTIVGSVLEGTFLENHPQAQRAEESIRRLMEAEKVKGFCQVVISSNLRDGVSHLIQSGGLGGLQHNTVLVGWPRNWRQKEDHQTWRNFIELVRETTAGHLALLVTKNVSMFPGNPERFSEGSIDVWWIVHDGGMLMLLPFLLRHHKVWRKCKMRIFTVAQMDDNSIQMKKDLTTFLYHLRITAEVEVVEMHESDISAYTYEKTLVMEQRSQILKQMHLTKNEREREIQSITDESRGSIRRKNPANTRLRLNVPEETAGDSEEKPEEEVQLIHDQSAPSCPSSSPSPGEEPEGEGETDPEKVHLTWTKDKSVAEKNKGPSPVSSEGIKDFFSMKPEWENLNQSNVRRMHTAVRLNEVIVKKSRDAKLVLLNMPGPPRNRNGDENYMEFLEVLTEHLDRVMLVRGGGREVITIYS
FXIIa inh – inhibitors of human coagulation factor XIIa | P00748 | purified FXIIa, Boc-QGR-AMC fluorogenic substrate, 2 h | inhibition, % at 5 µM | 220,000 tested, 0.3% active | AID 800; in the data active = inhibition above about 40%;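 note: 0% = enzyme with no compound and 100% = blank without enzyme; many of its hits are not listed in these tables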
PERK inhibitor – inhibitors of human PERK kinase; Q9NZJ5; CHO PERK-DD fusion, SEAP luminescence translation reporter; inhibition, % at 5.6 µM; 220,000 tested, 0.17% active; AID 1416;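 active = inhibition above the mean inhibition of all tested compounds plus 3 SD, set separately per screening campaign, cut at about 2.9% in these data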;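 note: PERK kinase domain activated by AP20187 dimerizer at 100 nM; 0% = DMSO with dimerizer and 100% = rapamycin at 8.4 µM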
thrombin 1536 – inhibitors of human thrombin; inhibition, % at 5 µM; alpha-thrombin, Boc-VPR-AMC fluorogenic substrate cleavage; P00734; 220,000 tested, 0.26% active;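 active = inhibition at or above 40%; inactive = inhibition below 40%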;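 note: 0% = enzyme with no compound and 100% = wells without enzyme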
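Material: Human alpha-thrombin protein | Buffer or medium: pH 7.5 Tris-saline with Tween 20 | Reagent: Boc-VPR-AMC substrate, 15 µM final | Schedule: Reaction at ambient temperature | Detection: AMC fluorescence at 355 nm excitation and 460 nm emission | Evaluation: Percent inhibition scaled between no-compound controls and no-enzyme blanks | Controls: no-compound enzyme wells and no-enzyme blanks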
Furin inhibitor – human furin inhibition; P09958; purified furin, fluorogenic substrate cleavage; inhibition, % at 30 µM; 220,000 tested, 0.061% active; in the data active = inhibition above about 25%; note: inactives centre near -15
Active calls of the source: *; nt = no result given; [ ] = another dose, or the depositor's remark.

SMILES	FXIa inh	p97 inhibitor	hK5 inh	Wee1 degr inh	Cl transport mod	FXIIa inh	PERK inhibitor	thrombin 1536	Furin inhibitor
CC1(C)CC(=O)C2=C(C1)Oc1ncn(Cc3ccco3)c(=N)c1C2c1ccccc1 (stereo not drawn)	3.7	-0.4	-10.1	3.8	-0.00692	13.7	-1.1	0.6	-26.8
O=C(NCc1ccncc1)Nc1ccc(F)cc1	12.9	3.4	5.1	-1.4	nt	32.4	0.7	-2.2	-11.3[20 µM]
CCC(NC(=O)Cn1cnc2c(=O)n(C)c(=O)n(C)c21)c1ccccc1 (stereo not drawn)	-3.7	7.8	-1.7	0.4	2.41	7.6	0.3	-5.0	-13.8[20 µM]
Cn1c(SCc2nc(-c3ccc(Cl)cc3)no2)nnc1-c1ccccc1	-5.7	-7.9	4.4	-1.9	-3.28	3.4	-0.7	-3.6	-13.9[20 µM]
COc1ccc(-n2c(SC)nnc2-c2c[nH]c3ccccc23)cc1	3.5	-1.1	-1.9	1.6	nt	11.2	0.9	-2.9	-27.3
O=[N+]([O-])c1ccc(Oc2cnc3ccccc3n2)cc1	0.6	6.8	5.3	2.7	-0.44	4.6	1.8	1.1	-28.1
Cc1ccc(C(=O)N/C(=C/C=C\c2ccccc2)C(=O)NCc2ccco2)cc1	3.6	4.9	-0.8	0.5	-3.54	8.7	-0.1	1.8	-8.0
S=c1[nH]nc(-c2ccccc2)n1/N=C/C=C/c1ccco1	9.4	6.7	-6.5	1.8	3.8	4.6	0.2	-4.0	5.7
CC1(c2ccccc2Cl)NC(=O)N(CC(=O)Nc2ccc3c(c2)OCO3)C1=O (stereo not drawn)	7.7	3.5	-2.9	-0.4	-0.538	-0.4	-0.2	-9.2	-29.1
CCC(c1nnnn1Cc1ccc2c(c1)OCO2)N1CCN(CC)CC1 (stereo not drawn)	-1.6	2.4	0.4	-1.5	-0.0162	10.6	-0.3	-2.6	-18.8
Cc1cc(C(=O)Nc2sc(C)c(C)c2C#N)no1	-5.6	3.1	-6.4	1.6	nt	-14.0	0.5	-10.4	-7.7[20 µM]
COc1ccc(C2C(C(=O)Nc3ccccc3OC)=C(C)Nc3ncnn32)cc1 (stereo not drawn)	20.3	5.3	45.4*	-0.9	nt	106.7*	-0.1	25.0	-28.8
CCCC(O)(CCC)C(=O)NN(C(=O)OC)c1ccccc1	13.8	1.3	-4.7	0.5	-0.142	8.7	1.0	3.3	-10.4
CCN(CC(=O)c1c(N)n(C)c(=O)n(C)c1=O)c1cccc2ccccc12	-0.7	-3.1	-9.8	-1.3	0.129	12.6	-0.6	-9.8	-9.5
Cc1ccc(C(=O)N/C(=C/c2ccco2)C(=O)NCCc2c[nH]c3ccccc23)cc1C	-9.6	2.1	-16.8	-1.8	0.137	7.1	-1.0	24.5	-16.4[20 µM]
CC(=O)c1cc(-c2ccccc2)n(CC(=O)Nc2cccc(C)c2)c1C	3.5	2.6	-15.1	-1.3	-0.736	3.5	0.0	-9.2	-10.9
COc1ccc(N(C)S(=O)(=O)c2ccc3c(c2)oc(=O)n3C)cc1	-11.8	-2.5	-0.8	-3.1	0.328	-4.6	-0.6	-5.2	-14.0
COC(=O)c1ccc(/C=C(\C#N)C(=O)NC(C)c2ccccc2)cc1 (stereo not drawn)	1.1	0.2	-5.6	4.4	0.27	1.0	0.4	4.8	-13.3
Cc1ccc2cc(C(c3nnnn3C3CCCC3)N3CCN(c4ccc(F)cc4)CC3)c(=O)[nH]c2c1 (stereo not drawn)	7.7	1.7	6.5	-4.7	-1.06	11.7	-0.8	4.2	9.7[20 µM]
Cc1ccc(O)c(/C=N/NC(=O)C2=NNC(c3ccccc3)(c3ccccc3)C2)c1	6.4	3.0	-17.3	-1.8	-0.354	13.3	0.1	1.3	-14.8[20 µM]
CC(C)(c1ccccc1)c1ccc(OCCn2cnc3ccccc3c2=O)cc1	-1.1	-3.3	-2.2	1.3	-5.29	9.1	-1.8	-2.5	-17.4[20 µM]
Cc1nnc2n1NC(c1ccc(Cl)cc1)C(C(=O)N(C)C1CCCCC1)S2 (stereo not drawn)	0.6	-1.8	-12.8	2.1	nt	19.2	-0.1	-4.5	-19.6
Cc1ccnc(NC(=O)CCC(=O)N(CC(=O)NCc2ccccc2)Cc2cccs2)c1	0.9	-2.1	1.9	-1.7	-1.01	8.4	0.2	nt	-9.5
COc1cc(OC)cc(-c2nc3ccccc3c(=O)o2)c1	-0.9	2.7	-3.7	3.2	1.42	22.3	0.5	1.0	-17.9[20 µM]
Cc1ccc(C(=O)COC(=O)c2ccc(Br)o2)cc1C	-5.0	-7.3	-3.9	3.9	-0.902	8.1	0.6	-2.4	-16.3
CCOC(=O)N1CCN(c2c(NCC3CCCO3)c(=O)c2=O)CC1 (stereo not drawn)	-4.1	5.2	24.0	-1.4	-0.0399	1.3	1.3	-6.4	-27.8
Cc1cc(Nc2ccc(Cl)cc2)nc(N)n1	3.2	-0.5	-11.9	-1.3	-0.479	16.3	0.8	-0.7	-12.5[20 µM]
O=C(C1CC(c2ccccc2O)=NO1)N1CCCCC1 (stereo not drawn)	-0.4	-0.4	-3.0	-0.1	nt	3.3	-0.1	-3.6	-28.5[20 µM]
COc1ccc(C(=O)N/C(=C/c2cccs2)C(=O)NC(C)(C)C)cc1OC	-3.3	0.4	15.0	-0.6	-0.069	15.6	-0.4	0.3	-13.3
Cn1c(=O)n(C)c2cc([N+](=O)[O-])c(N3CCN(S(C)(=O)=O)CC3)cc21	4.0	5.7	-21.5	-1.8	-0.19	13.9	0.8	0.2	-4.6
Cc1ccc(C(=O)NNC(=O)c2cccc(S(=O)(=O)N3CCN(c4ccccc4)CC3)c2)cc1	7.5	1.9	-14.2	1.4	-0.242	15.0	1.0	-4.8	-24.8
O=C(OCCN1CCCCC1)c1ccccc1Cl	0.9	1.3	-10.6	-0.7	0.161	16.0	0.2	-1.9	-16.1
O=C(CSc1ncnc2c1nnn2Cc1ccc(F)cc1)NC1CCCCC1	0.3	2.8	-0.2	-0.5	-0.735	6.6	0.5	-2.5	-5.0
O=C(CSc1nc2c(sc3ccccc32)c(=O)n1CCCN1CCCC1)NCc1ccco1	-0.1	-0.7	0.8	-0.5	-0.055	11.3	-0.3	-11.4	-6.8
O=c1[nH]c(/C=C/c2ccccc2OC(F)F)nc2c1cnn2-c1ccccc1	5.6	2.2	-14.1	-0.6	0.356	-7.6	0.5	-7.0	-9.6
Cc1ccc(O)c(C(=O)c2cc(C#N)c3nc4ccccc4n3c2)c1	-0.8	1.0	-17.0	-1.8	-0.725	7.3	0.1	6.5	-25.0
Cc1cc2n(c1)CCn1c(C)ccc1-2	6.9	9.6	-12.3	-1.0	0.425	20.7	0.6	3.2	-12.9
Cc1ccc(C2C(C#N)=C(N)N(c3ncn[nH]3)C3=C2C(=O)CC(C)(C)C3)cc1 (stereo not drawn)	20.9	-0.9	-6.9	1.8	-0.164	30.1	0.2	12.3	10.5[20 µM]
CC(C)CNC(=O)C(=O)NN=C1CCCCCC1	5.9	2.5	-11.3	-2.0	0.0716	6.4	0.2	-3.2	-24.1
O=C(CSc1nc(-c2ccccc2)cc(=O)[nH]1)NCc1ccc2c(c1)OCO2	6.8	-0.4	7.3	-0.3	nt	9.2	0.2	2.6	-23.2
Cc1nnc(NC(=O)CSc2ncnc3c2cnn3-c2ccccc2C)s1	0.4	2.2	2.6	-0.9	-1.88	-4.2	0.8	0.4	-25.8[20 µM]
Clc1ccc(C2=NN=C3COc4ccccc4N3C2)cc1	-10.3	-4.2	-10.0	-0.5	-1.01	-2.2	-0.3	-7.3	-4.0
Cc1cccc(NC(=O)C2C(c3ccccc3)C2(Cl)Cl)c1 (stereo not drawn)	-0.4	18.6*	0.7	-1.4	-0.154	2.2	-0.5	-5.0	-18.3
COc1ccc(C2CC(=O)c3cnc(N)nc3C2)c(OC)c1 (stereo not drawn)	-6.6	1.1	-5.0	-1.9	nt	1.3	0.4	-2.1	-22.3
Clc1ccc(/C=N/N2CCCCC2)cc1	23.3	-12.3	32.6	1.9	-0.294	24.2	-0.9	21.0	-8.0
COc1ccc(NS(=O)(=O)c2ccc(NC(=S)NC(=O)/C=C/c3ccccc3)cc2)nn1	-8.0	-9.5	11.2	-4.5	-0.0719	-8.1	-0.2	-2.7	-16.9
CC1(C)CC(=O)C2=C(C1)NC(=S)C(C#N)C21CCCCC1 (stereo not drawn)	0.9	0.9	0.8	-1.9	-0.566	12.3	0.3	-1.2	-13.7
O=S(=O)(NCCc1csc(-c2ccccc2)n1)c1cccnc1	-3.5	7.5	-1.4	0.8	-0.711	1.7	-0.4	-5.8	-17.6
CCOC(=O)c1nnn(-c2nonc2-n2cccc2)c1-c1cccc([N+](=O)[O-])c1	-0.2	7.3	-0.3	-2.2	-0.123	5.9	1.2	1.6	-15.9
CC12CC(c3ccccc3O1)N(C(=O)c1ccco1)C(=S)N2c1ccccc1 (stereo not drawn)	-4.9	2.4	-16.1	-2.4	-0.271	2.8	-0.6	-5.4	-18.9[20 µM]
CCn1c2ccccc2c2cc(N)ccc21	-2.7	4.4	-25.0	5.0	1.78	1.2	-0.1	-2.1	-10.3[20 µM]
Cc1cc(C)cc(NC(=S)Nc2ccccn2)c1	8.7	0.7	-10.7	1.6	1.21	15.9	0.6	-5.1	-15.1
CCN(CC)C(=O)Cn1ccc(NC(C)=O)nc1=O	0.2	5.5	-1.7	-2.6	nt	9.4	1.2	-0.8	-29.4
Cc1ccn2c(C(=O)CSc3ccccc3Cl)c(C)nc2c1	0.5	-0.2	-16.3	0.7	nt	9.6	-0.2	-5.6	-17.4[20 µM]
CS(=O)(=O)N1CCN(C(=O)Nc2ccccc2)CC1	1.8	-0.9	nt	1.5	-2.1	10.2	0.3	-3.7	-15.3
CC(/C=C1\N=C(SCc2ccccc2)SC1=O)=C\c1ccccc1	4.1	4.8	5.8	-1.4	1.1	8.6	0.9	1.1	-6.5
Clc1ccc(-c2c[n+]3c(n2-c2ccccc2)SCC3)cc1	4.0	-3.2	2.7	-0.3	1	11.3	-0.3	-4.7	-2.0
COc1ccc(-c2nnc(SCc3nnc(-c4ccccc4)o3)n2C)cc1OC	-5.0	1.2	-6.5	1.1	0.865	8.0	-0.8	-15.2	-22.9
O=C(/C=C\Nc1ccc(Cl)cn1)c1ccc(Br)cc1	-2.5	3.4	-8.5	-2.0	0.926	0.8	1.4	2.2	-21.0
COC(=O)c1c(/N=C/NOCc2ccc(Cl)cc2)sc2c1CCN(c1ncc(C(F)(F)F)cc1Cl)C2	-11.3	-0.1	4.0	-3.0	nt	14.0	1.3	3.1	-6.1[20 µM]
CCCC(=O)Nc1ccc(C(=O)n2ccc(C)n2)cc1	-1.7	-4.2	1.7	-2.7	0.4	11.9	-0.1	-9.8	-11.9
O=C(CSc1n[nH]c(-c2ccco2)n1)Nc1sc2c(c1C(=O)Nc1ccccc1)CCCC2	7.1	5.6	1.0	-0.2	-0.0845	18.1	0.3	26.2	-11.0[20 µM]

Record cards, as listed above.
`Cc1nnc2n1NC(c1ccc(Cl)cc1)C(C(=O)N(C)C1CCCCC1)S2` (stereo not drawn) across the screens: FXIa inh: 0.6; p97 inhibitor: -1.8; hK5 inh: -12.8; Wee1 degr inh: 2.1; Cl transport mod: nt; FXIIa inh: 19.2; PERK inhibitor: -0.1; thrombin 1536: -4.5; Furin inhibitor: -19.6
`Cc1ccc2cc(C(c3nnnn3C3CCCC3)N3CCN(c4ccc(F)cc4)CC3)c(=O)[nH]c2c1` (stereo not drawn) across the screens: FXIa inh: 7.7; p97 inhibitor: 1.7; hK5 inh: 6.5; Wee1 degr inh: -4.7; Cl transport mod: -1.06; FXIIa inh: 11.7; PERK inhibitor: -0.8; thrombin 1536: 4.2; Furin inhibitor: 9.7[20 µM]

Screens from PubChem BioAssay.
